LmPK inh: qHTS Assay for Inhibitors of Leishmania Mexicana Pyruvate Kinase (LmPK). Q27686. purified LmPK, Kinase-Glo ATP luminescence, 1 h. Potency, µM (titrated, usually from 57.5 µM), for inactives: top-dose activity change, negative = inhibition, most hits filed as inhibitors. hit rate 0.37% among 290,000. AID 1721, 2009; also: potency is read from the fitted curve at half-maximal effect; % is scaled to controls: 0 for no effect and ±100 for the full control effect
Target sequence (Q27686 whole entry, looked up): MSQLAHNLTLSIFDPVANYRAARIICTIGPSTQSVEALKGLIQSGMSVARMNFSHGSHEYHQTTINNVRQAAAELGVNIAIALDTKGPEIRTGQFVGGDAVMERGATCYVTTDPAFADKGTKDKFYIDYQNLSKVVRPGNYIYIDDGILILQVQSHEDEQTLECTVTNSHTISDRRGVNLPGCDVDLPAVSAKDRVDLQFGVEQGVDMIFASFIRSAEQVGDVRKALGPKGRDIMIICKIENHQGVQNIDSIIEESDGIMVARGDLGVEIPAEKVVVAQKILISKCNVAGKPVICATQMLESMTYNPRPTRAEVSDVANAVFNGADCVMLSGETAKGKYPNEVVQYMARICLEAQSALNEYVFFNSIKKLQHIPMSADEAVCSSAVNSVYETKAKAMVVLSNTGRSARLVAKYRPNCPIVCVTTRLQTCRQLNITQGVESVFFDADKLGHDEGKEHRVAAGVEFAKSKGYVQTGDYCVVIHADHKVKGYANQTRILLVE
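Pyruvate kinase activity monitored as ATP production (luciferase luminescence). Conditions: 0.1 nM enzyme, 0.5 mM PEP, 0.1 mM ADP, 1 h, RT; normalized against uninhibited and no-enzyme wells.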
TbPYK inhibitor: qHTS of Trypanosoma Brucei Inhibitors; hit rate 0.12% among 410,000; TbPYK enzyme, Kinase-Glo Plus ATP luminescence, 45 min; Potency, µM (series often up to 76.8 µM), for the others: top-dose activity, negative = inhibition, most hits filed as inhibitors; pyruvate kinase (Trypanosoma brucei), Q57TT1; AID 624173, 2012; also: potency is read from the fitted curve at half-maximal effect; % is scaled to controls: 0 for no effect and ±100 for the full control effect; nearly all actives have a fitted effect of over 50% in size
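T. brucei PYK with substrate was exposed to pin-transferred compounds across a concentration series, then started with 130 uM ADP (final). After 45 min at room temperature, Kinase-Glo Plus luminescence was read, normalized and curve-fitted.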
Cycloheximide cs: Cycloheximide Counterscreen for Small Molecule Inhibitors of Shiga Toxin; cell reporter, cycloheximide protein synthesis inhibition counterscreen; max response, %; hit rate 12% among 300,000; in the data active = max response mostly above about 13%, no sharp cut-off; inactive = mostly below about 14%; also: read at 38.3 µM for the half of the compounds with a filed dose; 0% is about no effect
Shiga toxin inh: A qHTS for Small Molecule Inhibitors of Shiga Toxin; AID 2315, 2010; inhibition, % at 38.7 µM; hit rate 9.2% among 290,000; Vero cells, Shiga toxin protein synthesis inhibition reporter; in the data active = inhibition mostly above about 28%, no sharp cut-off; inactive = mostly below about 43%; also: 0% is about no effect
Pf growth 48h: Primary qHTS for delayed death inhibitors of the malarial parasite plastid, 48 hour incubation; P. falciparum luciferase growth in erythrocytes, 48 h; Potency, µM (top dose mostly 28.7 µM), without a hit: at the top dose activity change, negative = inhibition, hits mostly inhibitors; hit rate 5.9% among 310,000; AID 504832, 2011; also: potency is read from the fitted curve at half-maximal effect; % is scaled to controls: 0 for no effect and ±100 for the full control effect
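Erythrocytes infected with P. falciparum carrying an integrated firefly luciferase reporter (2% hematocrit, 0.1% parasitemia final) were exposed to compounds in RPMI 1640 with 0.5% Albumax at 37 C, 5% CO2. Growth inhibition was scored as reduced luminescence.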
HCV inhibitor: qHTS Assay for Inhibitors of Hepatitis C Virus (HCV). hit rate 3.4% among 340,000. Huh7.5.1 HCVcc-Cre infection, luciferase reporter, 44 h. Potency, µM (titrated, usually from 41.8 µM), for the others: at the highest dose activity change, negative = inhibition, hits mostly inhibitors; also: potency is read from the fitted curve at half-maximal effect; % is scaled to controls: 0 for no effect and ±100 for the full control effect
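Cells seeded at 1,000/well and cultured 4 h, then compounds added followed by HCVcc-Cre virus (~0.5 moi). After 44 h further culture, luciferase substrate was added, plates held 15 min at room temperature, and luminescence read for 15 sec.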
Pf growth 96h: Primary qHTS for delayed death inhibitors of the malarial parasite plastid, 96 hour incubation; hit rate 6.9% among 320,000; AID 504834, 2011; Potency, µM (highest dose often 28.7 µM), for inactives: at the highest dose activity change, negative = inhibition, usual class: inhibitors; P. falciparum luciferase reporter growth, 96 h; also: potency is read from the fitted curve at half-maximal effect; % is scaled to controls: 0 for no effect and ±100 for the full control effect
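P. falciparum expressing integrated firefly luciferase, in erythrocytes at 2% hematocrit, 0.05% parasitemia, incubated with compounds 96 h at 37 C, 5% CO2. Growth inhibition read as loss of luminescence; two-generation exposure targets delayed-death apicoplast inhibitors.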
* marks the source's active call; other numbers are inactive results; ? = inconclusive; . = no result given; & = joins results of further samples; [ ] = another dose, or the depositor's remark. Unless noted, calls follow the shape of the dose curve; as a rule, active = well fitted curve in the direction sought with a large enough effect; inconclusive = small, poorly fitted or top-dose-only effect, or another doubt; inactive = no such curve, though single readings can be large; an effect the other way counts as inactive or inconclusive.

SMILES | LmPK inh | TbPYK inhibitor | Cycloheximide cs | Shiga toxin inh | Pf growth 48h | HCV inhibitor | Pf growth 96h
CN(C)C(=C(C#N)C#N)N1CCN(c2ccc(Cl)c(Cl)c2)CC1 | -2% | -9% | 1 | -1 | -6% | -14% | 43%[activator]
CCOC(=O)CSc1nnc(NC(=O)c2cccc([N+](=O)[O-])c2)s1 | -1% | -4% | -2 | -2 | -22% | 14% | 12µM*
O=C(CCSc1ccc(Cl)cc1)Nc1cccnc1 | 2% | 1% | 16 | 14 | 15% | -16% | 5%
Cc1ccc(NS(=O)(=O)c2ccc3c(c2)n(C)c(=O)n3C)c(C)c1 | 0% | 6%&-6% | -3 | -1 | . | 3% | -1%
CCOc1ccc(Oc2ccccc2NC(=O)CN2C(=O)NC3(CCCC3)C2=O)cc1 | . | 4% | . | . | -13% | -5% | 4%
O=C(c1cccs1)n1nc(NCc2ccccc2)nc1NCc1ccccc1 | 0% | 4% | -1 | 11 | ? | ? | 0%
COc1ccc(OCC(=O)NNc2nc3ccccc3s2)cc1 | -2% | -7% | 44* | 77* | 20% | -7% | 29%
CC1Cc2cc(S(=O)(=O)N3CCC(C(=O)NCc4ccco4)CC3)ccc2N1C(=O)C1CCC1 (stereo unspecified) | 8% | -1% | 0 | -2 | 9.3µM* | ? | ?
CCCCCC(=O)N1CC2(CC)CN(C(=O)CCCCC)CC(CC)(C1)C2=O | 0% | 6% | 1 | 8 | ? | 20% | ?
Cc1ccc(OCC(=O)Nc2cccnc2Cl)cc1C | -1% | 2% | 18* | 58* | 36%[activator] | -10% | 20%
O=C(CSc1nnc(-c2cccs2)n1C1CC1)NC1CCS(=O)(=O)C1 (stereo unspecified) | . | 3% | . | . | -12% | 12% | -28%
Cc1cccc(N2CC(C(=O)NCc3ccco3)CC2=O)c1C (stereo unspecified) | . | -3% | . | . | -15% | -2% | -14%
Cc1c(C(=O)OC(C)C)sc(NC(=O)C2CCCO2)c1C(=O)OC(C)C (stereo unspecified) | 6% | -14% | -1 | -9 | . | ? | 9.3µM*
CC(=O)NCC(=O)NC(C(=O)Nc1ccc2c(c1)OCCO2)c1ccccc1 (stereo unspecified) | -9% | 0% | -1 | -4 | 5% | 1% | 24%
O=c1c2ccccc2nc(-c2ccco2)n1Cc1ccccc1 | ? | -14% | 57* | 130* | 53%[activator] | 5% | ?
COc1cccc(CNc2ccccn2)c1O | 0% | 1% | 34* | . | 16% | 3% | 62%[activator]
O=C(OCc1nc2ccsc2c(=O)[nH]1)c1cccc(S(=O)(=O)N2CCOCC2)c1 | . | -2% | . | . | 3% | -6%[8.37 µM] | 25%
COc1ccc(-n2nnc3c(=O)n(CC(=O)N4CCC(Cc5ccccc5)CC4)cnc32)cc1 | 2% | 0% | 1 | 18 | 4% | -28% | 5%
N#Cc1c(-c2ccccc2)nc(N2CCN(Cc3ccccc3)CC2)[nH]c1=O | -5% | 0% | -7 | -2 | -28% | ? | -2%
Cc1cc(S(=O)(=O)Nc2ccc(C(=O)NCC(c3ccco3)N3CCCC3)cc2)ccc1F (stereo unspecified) | -5% | -3% | 1 | -12 | ? | 3% | ?
Cc1c(NC(=O)NC2CCCCC2)cccc1[N+](=O)[O-] | 0% | -2% | 6 | -13 | 32%[activator] | 3% | 0%
COc1ccc(NC(=O)C2=NNC(=O)CC2)cc1S(=O)(=O)N1CCCCC1 | 3% | 6% | -1 | 8 | 0% | 11% | 27%
O=C(O)CCCN=Cc1c(O)c2ccccc2oc1=O | 5% | 5% | -1 | -9 | 5% | 1% | 10µM*
COc1cc(OC)c(C(=O)Nc2ccc(S(=O)(=O)N3CCCCC3)cc2)cc1OC | . | 6% | . | . | ? | -17% | 15µM*
COc1ccc(/C=C2\Sc3ccc(C(=O)N4CCc5ccccc5C4)cc3N(C)C2=O)cc1 | 2% | . | -3 | -3 | 4% | 12% | ?

Shown in markdown: part of the list above
| structure | LmPK inh | TbPYK inhibitor | Cycloheximide cs | Shiga toxin inh | Pf growth 48h | HCV inhibitor | Pf growth 96h |
| --- | --- | --- | --- | --- | --- | --- | --- |
| CC(=O)NCC(=O)NC(C(=O)Nc1ccc2c(c1)OCCO2)c1ccccc1 (stereo unspecified) | -9% | 0% | -1 | -4 | 5% | 1% | 24% |
| O=c1c2ccccc2nc(-c2ccco2)n1Cc1ccccc1 | ? | -14% | 57* | 130* | 53%[activator] | 5% | ? |

New compounds follow
SMILES | LmPK inh | TbPYK inhibitor | Cycloheximide cs | Shiga toxin inh | Pf growth 48h | HCV inhibitor | Pf growth 96h
Cc1ccc2nc(-c3ccc(NC(=O)CN4C(=O)NC(C)(c5ccc(OC(F)F)cc5)C4=O)cc3)sc2c1 (stereo unspecified) | 8% | 11% | 30* | 99* | 198%[activator] | ? | 107%[activator]
Cc1cccc(Nc2cnn(C34CC5CC(CC(CC(=O)O)(C5)C3)C4)c(=O)c2Cl)c1 | 4% | -4% | -2 | -9 | . | 16% | ?
COc1ccc(/C=N/NC(=O)c2cccnc2)cc1CN1CCN(c2ccc(F)cc2)CC1 | 5% | 3% | -1 | 1 | -28% | 0% | 0%
COc1ccc(N=C/C=C2/C=C(c3ccccc3)OC(C)(C)O2)cc1 | 4% | -5% | 9 | 34 | ? | 17% | 10%
Cc1ccc(OCc2cc(C(=O)N3CCc4[nH]cnc4C3c3ccccn3)no2)cc1C (stereo unspecified) | -2% | 1% | 1 | -5 | -8% | 5% | 41%[activator]
CCN1CCN(C(CNS(=O)(=O)c2cccs2)c2cccnc2)CC1 (stereo unspecified) | -4% | 1% | -3 | -12 | -7% | 21% | 3%
Cc1nnc(N/N=C/c2cc(C)n(-c3ccc(F)cc3)c2C)n1N | 3% | 0% | 24* | 4 | -21% | ? | 50%[activator]
Cc1ccccc1OCc1nc(-c2ccc(NC(=O)c3ccc4c(c3)OCO4)cc2)no1 | -6% | 6% | 15 | 20 | ? | ? | -7%
CCOc1ccccc1-c1nc(-c2ccc(C)nc2OC)no1 | 1% | -3% | 44* | 92* | 141%[activator] | ? | 15%
CCOC(=O)c1[nH]ncc1CN1CCCC(C(=O)c2ccc(OC)c(OC)c2)C1 (stereo unspecified) | -2% | 8% | -1 | -31 | 14% | -3% | 4%
O=C(Nc1ccncc1)Nc1cccc(C(F)(F)F)c1 | -5% | -3% | 7 | 18 | ? | -25% | ?
Cc1nc(NC(=O)c2ccc(-c3cc4ccccc4oc3=O)cc2)ccc1Br | -1% | -12% | 6 | -2 | 9% | 14% | 53%[activator]
CNC(=O)C12N=CNN=C1N(C)C(=O)N2C (stereo unspecified) | 10% | -5% | -3 | 12 | 5% | 8% | ?
CCOC(=O)Cc1cc(=O)[nH]c(=O)[nH]1 | -8%[11.5 µM] | -17% | -4 | 4 | -1% | 13% | 51%[activator]
CCOC(=O)C1C(c2cc(OC)c(O)c(OC)c2)NC(=S)NC1(O)C(F)(F)F (stereo unspecified) | -7% | -11% | 0 | -7 | -6% | 10% | -2%
CCOc1ccc(NC(=O)COC(=O)c2cccnc2)cc1 | 4% | -8% | 1 | 35 | ? | ? | .
c1ccc(C(c2nnnn2C2CCCC2)N2CCCCCC2)nc1 (stereo unspecified) | -4% | 3% | -1 | -4 | . | 8% | -3%
CC(C)N1C(=S)SC2CS(=O)(=O)C=C21 (stereo unspecified) | 2% | -4% | -2 | -8 | 4% | -1% | .
c1ccc2c(-c3nnc4n3CCCCC4)c[nH]c2c1 | 10% | -1% | 8 | -17 | . | -3% | 13%
NS(=O)(=O)c1cc2c(cc1Cl)NC(CSCc1ccccc1)=NS2(=O)=O | 7% | 4% | 3 | -5 | 7% | 2%[8.37 µM] | 20%
Cc1cccc(S(=O)(=O)NCC2CCCO2)c1 (stereo unspecified) | -5% | 0% | -2 | -8 | -10% | 15% | .
COc1ccc(Cl)cc1S(=O)(=O)NC(C)C(=O)NCc1ccncc1 (stereo unspecified) | 3% | 0% | -5 | -9 | 22% | 2% | 0%
Cc1c(NC(=O)CSc2n[nH]c(=O)n2-c2ccccc2)c(=O)n(-c2ccccc2)n1C | 0% | -9% | -4 | -15 | -2% | 26% | 21%
Cc1ccccc1CNC(=O)CCCn1ncn2c(cc3occc32)c1=O | 2% | -8%&-9% | 4 | 3 | 18% | 2% | 20%
CC(=O)CCC(=O)N1CCCC(CNC(=O)c2ccc(-c3ccccc3)cc2)C1 (stereo unspecified) | 1% | 1% | 21* | 42* | -17% | 1% | ?

The final three records of the part before come first, to join the parts:
SMILES | LmPK inh | TbPYK inhibitor | Cycloheximide cs | Shiga toxin inh | Pf growth 48h | HCV inhibitor | Pf growth 96h
Cc1c(NC(=O)CSc2n[nH]c(=O)n2-c2ccccc2)c(=O)n(-c2ccccc2)n1C | 0% | -9% | -4 | -15 | -2% | 26% | 21%
Cc1ccccc1CNC(=O)CCCn1ncn2c(cc3occc32)c1=O | 2% | -8%&-9% | 4 | 3 | 18% | 2% | 20%
CC(=O)CCC(=O)N1CCCC(CNC(=O)c2ccc(-c3ccccc3)cc2)C1 (stereo unspecified) | 1% | 1% | 21* | 42* | -17% | 1% | ?
COc1ccc(N2CCN(S(=O)(=O)c3ccc4c(c3)NC(=O)CS4)CC2)cc1 | -1% | 8% | -3 | -5 | 1% | -29% | ?
O=C(O)CCN1C(=O)C2C3CC(C2C1=O)C1C(c2ccccc2)c2sc(=O)[nH]c2SC31 (stereo unspecified) | -5%[11.5 µM] | -7% | -3 | 8 | 2% | 17% | 48%[activator]
Cc1c(-c2ccc(Cl)cc2Cl)nc2ccccc2c1C(=O)NCCN1CCOCC1 | 6% | -6% | -3 | -11 | ? | 2% | ?
CC(C)OC(=O)C1C(=O)CC(C)(O)C(C(=O)OC(C)C)C1c1cccc([N+](=O)[O-])c1 (stereo unspecified) | -8% | 6% | 7 | 38 | ? | 10% | ?
CCCCn1c(CN2CCN(c3ccc(F)cc3)CC2)nc2c1c(=O)n(C)c(=O)n2C | 0% | -1% | 30* | 79 | -1% | -4% | ?
COc1ccc(OCCn2cc(C=O)c3ccccc32)cc1 | 1% | 8% | -3 | 12 | 51%[activator] | -6% | ?
COc1ccc2c(c1)c(C(=O)CN1CCC3(CC1)OCCO3)c(C)n2Cc1ccccc1 | 1% | 1% | -2 | -6 | ? | -21% | ?
CC(C)N(CC(N)=O)c1ccc(S(=O)(=O)N2CCCC2)cn1 | . | -3% | . | . | ? | -2% | -23%
O=C(NCC1CCCO1)c1csc2c1CCCCC2 (stereo unspecified) | -3% | 0% | 11 | 7 | 3% | -13% | .
CCN(C(=O)c1cc2c(=O)[nH]c3ccc(C)cc3c2s1)c1ccccc1F | 2% | -4% | -1 | 21 | -13% | -11% | -21%
CC1CCC(C(C)C)C(OC(=O)Cn2nnc3c(cnn3-c3ccccc3)c2=O)C1 (stereo unspecified) | 2% | -1% | -1 | -7 | ? | ? | ?
Cc1ccc(N/C(N)=N/c2nc(CSc3ccc(C)cc3)cc(=O)[nH]2)cc1 | 3% | 8% | 6 | 12 | 4% | 12% | .
CCSc1nnc(NC(=O)C2CCCCC2C(=O)O)s1 (stereo unspecified) | 0% | -6% | 3 | 12 | -4% | 8% | -29%

Compound activity as filed in PubChem.
